High-throughput results (PubChem BioAssay)
EPAC2 antagonist – qHTS for Antagonist of cAMP-regulated guanine nucleotide exchange factor 2 (EPAC2): primary screen; Potency, µM (titrated, usually from 114 µM), without a hit: at the top dose activity, negative = inhibition, most hits filed as inhibitors; 360,000 tested, 0.18% active; EPAC2 GEF exchange of Rap1B-BODIPY-GDP, fluorescence; AID 720708, 2013; note: potency is the fitted concentration of half-maximal effect; % is set by controls: 0 for no effect and ±100 for the full control effect; nearly all actives have a fitted effect of over 45% in size; many of its hits are not listed in these tables
DRD3 antagonist – qHTS of D3 Dopamine Receptor Antagonist: qHTS; D(3) dopamine receptor (Homo sapiens), P35462; D3R cells, DiscoveRx beta-arrestin luminescence, antagonist mode; active compounds read low; max response, negative = inhibition, %; 360,000 tested, 2.5% active; AID 652054, 2013; in the data active = max response below about -50%; inconclusive = no clear call, values can overlap the other calls; note: % is set by controls: 0 for no effect and ±100 for the full control effect; mostly tested at two doses, the higher about 12 µM
Target sequence (P35462 whole entry, looked up): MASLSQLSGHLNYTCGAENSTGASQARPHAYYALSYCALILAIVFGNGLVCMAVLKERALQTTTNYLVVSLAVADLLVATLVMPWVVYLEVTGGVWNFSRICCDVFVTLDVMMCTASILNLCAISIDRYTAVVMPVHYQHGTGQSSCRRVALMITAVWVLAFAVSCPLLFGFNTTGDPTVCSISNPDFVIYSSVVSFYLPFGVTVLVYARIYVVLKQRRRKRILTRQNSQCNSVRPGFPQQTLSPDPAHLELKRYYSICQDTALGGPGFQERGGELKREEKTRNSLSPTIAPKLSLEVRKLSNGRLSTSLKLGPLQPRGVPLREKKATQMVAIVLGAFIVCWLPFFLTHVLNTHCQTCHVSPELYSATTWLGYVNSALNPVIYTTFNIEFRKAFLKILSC
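Cells plated overnight at 1500 cells/well, then exposed to library compounds with dopamine controls for 90 minutes at 37 degrees C. DiscoveRx reagent added for 30–60 minutes at room temperature; luminescence read, quantitative HTS format.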
Mm-Cpn inhibitor – Inhibitors of TCP-1 ring complex (TRiC) of Methanococcus maripaludis (MmCpn): qHTS; Chaperonin Mm-Cpn (Methanococcus maripaludis); purified Mm-Cpn ATPase, ADP Transcreener TR-FRET; Potency, µM (top dose mostly 76.9 µM), for inactives: at the top dose activity, negative = inhibition, usual class: inhibitors; 330,000 tested, 0.031% active; note: potency is the fitted concentration of half-maximal effect; % is set by controls: 0 for no effect and ±100 for the full control effect; nearly all actives have a fitted effect of over 80% in size
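Inhibition of chaperonin ATP hydrolysis is measured as reduced ADP production, detected by competitive TR-FRET in which signal falls with ADP. Final enzyme 25 nM and ATP 10 uM, reacted 30 min at 37°C.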
PTHR1 agonist – qHTS for PTHR1 Agonists: Primary Screen; Parathyroid hormone/parathyroid hormone-related peptide receptor (Homo sapiens), Q03431; HEK293 GP2 PTHR1 cells, GloSensor cAMP luminescence, 1 h; Potency, µM (highest dose often 115 µM), inactives show top-dose activation, usual class: activators; 410,000 tested, 0.075% active; note: potency is the fitted concentration of half-maximal effect; nearly all actives have a fitted effect of over 55% in size; some results filed as inactive show a strong effect at the top dose; inactives centre near -15; many of its hits are not listed in these tables
Target sequence (Q03431 whole entry, looked up): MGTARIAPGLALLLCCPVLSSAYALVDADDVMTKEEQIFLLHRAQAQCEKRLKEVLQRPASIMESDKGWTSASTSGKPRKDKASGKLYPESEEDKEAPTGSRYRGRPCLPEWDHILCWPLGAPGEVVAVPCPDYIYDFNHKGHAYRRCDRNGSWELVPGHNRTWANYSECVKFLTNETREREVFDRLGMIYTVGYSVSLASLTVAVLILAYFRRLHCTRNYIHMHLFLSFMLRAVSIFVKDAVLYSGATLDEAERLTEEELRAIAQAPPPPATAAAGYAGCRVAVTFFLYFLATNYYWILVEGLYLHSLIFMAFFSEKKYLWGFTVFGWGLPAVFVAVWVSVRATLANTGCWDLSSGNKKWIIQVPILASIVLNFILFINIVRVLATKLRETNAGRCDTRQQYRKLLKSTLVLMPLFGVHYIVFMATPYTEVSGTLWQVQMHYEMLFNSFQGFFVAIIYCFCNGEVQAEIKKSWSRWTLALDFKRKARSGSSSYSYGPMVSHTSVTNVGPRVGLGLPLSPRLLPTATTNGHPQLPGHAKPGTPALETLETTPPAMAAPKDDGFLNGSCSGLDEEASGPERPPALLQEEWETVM
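HEK-293-derived GP2 cells expressing PTHR1 and a GloSensor cAMP reporter, 3,000/well, plated overnight, given luciferin plus IBMX (each 0.5 mM as added) for 1 h at 37 °C, then compound for 1 h at 37 °C. Luminescence was read after 15 min at room temperature.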
EPAC2 ag – qHTS for Agonist of cAMP-regulated guanine nucleotide exchange factor 4 (EPAC2): primary screen; Potency, µM (top dose mostly 154 µM), without a hit: at the highest dose activation, most hits filed as activators; Rap guanine nucleotide exchange factor 4 (Homo sapiens), Q8WZA2; 360,000 tested, 0.079% active; EPAC2 activation, biochemical qHTS; response scale: 100% = 6.5 mM cAMP response; note: potency is the fitted concentration of half-maximal effect; nearly all actives have a fitted effect of over 50% in size
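Compounds were titrated in qHTS against a Rap1B-BODIPY-GDP (250 nM) complex with EPAC2 (100 nM) and GDP (50 uM). BODIPY-GDP release tracked at 480/540 nm over 30 min at room temperature, normalized to 6.5 mM cAMP.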
CCT chaperon mod – High-Throughput Screening for Modulators of Cytosolic Chaperonin Activity; purified chaperonin ATPase assay, HTRF ADP detection, 30 min; activity change, % (no concentration beside the values), hits read low; 360,000 tested, 0.3% active; in the data active = activity change below about -30%; note: % is set by controls: 0 for no effect and ±100 for the full control effect
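Enzyme 40 or 20 nM (batch-dependent) in Tris pH 7.4/KCl/MgCl2/DTT; cpd 76 uM single point; ATP 10 uM; 30 min 37 °C; Transcreener ADP HTRF detection, 30 min RT; ratio 665/615.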
Akt phos inh – HTS Assay for Inhibitors of Akt Phophorylation: Primary Screen. Neuro2A IGF-stimulated pAkt S473 HTRF, 20 min; active compounds read low. activity change, % for hits at 50 µM. 360,000 tested, 0.32% active; in the data active = activity change below about -80%; inconclusive = mostly about -51% to -80%; note: % is set by controls: 0 for no effect and ±100 for the full control effect
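Single-point screen (50 µM final compound) in Neuro2A cells stimulated 20 min with 6 nM IGF at 37 deg C. After lysis, Ser473-phosphorylated Akt read by HTRF (ex 330 nm, em 615/665 nm) as the 665/615 ratio.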
D3 ag – qHTS of D3 Dopamine Receptor Agonist: qHTS; D3R DiscoveRx beta-arrestin cells, luminescence, 90 min; max activation, %; 410,000 tested, 0.58% active; AID 652048, 2013; in the data active = max activation above about 30%; note: 0% is about no effect; mostly tested at two doses, the higher about 12 µM
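Agonist-mode cell screen: cells plated at 1500/well and incubated overnight at 37 °C, then exposed to library compounds for 90 min at 37 °C. Detection reagent was added for 30–60 min at room temperature, and luminescence was read.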
* hit, by the source's call; i = inactive; ? = inconclusive; · = no result given; & = joins results of further samples; [ ] = dose if it differs, or a comment. Unless noted, calls come from the whole dose curve; as a rule, active = well fitted curve in the direction sought with a large enough effect; inconclusive = small, poorly fitted or top-dose-only effect, or another doubt; inactive = no such curve, though single readings can be large; an effect the other way counts as inactive or inconclusive. An excerpt; the hit share may differ from the screen's.

The first two records, ahead of the listing:
mol,EPAC2 antagonist,DRD3 antagonist,Mm-Cpn inhibitor,PTHR1 agonist,EPAC2 ag,CCT chaperon mod,Akt phos inh,D3 ag
O=C(c1cccs1)N1CCN(c2nnc(-c3ccccc3)c3ccccc23)CC1,0%,14,-3%,-45%,6%,2.1,i,6
COCCn1c(SCC(=O)Nc2sccc2C(N)=O)nc2cc(Cl)ccc2c1=O,-7%,-6,-3%,-36%[inhibitor],5%,-1.0,i,3

Main list, repeating the preview:
mol,EPAC2 antagonist,DRD3 antagonist,Mm-Cpn inhibitor,PTHR1 agonist,EPAC2 ag,CCT chaperon mod,Akt phos inh,D3 ag
O=C(c1cccs1)N1CCN(c2nnc(-c3ccccc3)c3ccccc23)CC1,0%,14,-3%,-45%,6%,2.1,i,6
COCCn1c(SCC(=O)Nc2sccc2C(N)=O)nc2cc(Cl)ccc2c1=O,-7%,-6,-3%,-36%[inhibitor],5%,-1.0,i,3
CC(=O)Nc1ccc(C2=CC(=O)C[C@H](c3ccc(Cl)cc3)C2)cc1,?,23,-3%,-48%[inhibitor],6%,-1.3,i,-3
O=[N+]([O-])c1cccc(-c2c(-c3ccccc3)ncc3cc(F)ccc23)c1,-20%,-4,-1%,-26%,12%,-1.9,i,4
N#CCC(=O)N/N=C/c1ccc(Cl)cc1,11%,7,0%,i,3%,-0.8,i,-3
COc1ccc(CNC(=O)Nc2nc(C(N)CCc3ccccc3)cs2)cc1 (stereo not given),12%,16,·,i,18%,0.5,i,5
COc1cc(Cl)c(S(=O)(=O)NCCCN2CCOCC2)cc1Cl,6%,21,2%,i,11%,-4.3,i,-4
C[C@H]1NC(=O)[C@@]2(C)[C@@H](c3ccccc3)[C@H]3COc4ccccc4[C@H]3N2C1=O,-10%,-28,0%,18%,7%,-0.9,i,-39
OCC[C@H]1C[C@H](O)[C@@H](O)[C@]2(Cc3ccccc3CO2)O1,8%,18,0%,i,6%,-1.4,i,-3
COc1ccc(NC(=O)C(CC(=O)O)C(C)c2ccccc2)cc1 (stereo not given),1%,10,1%,i,3%,-3.2,i,6
Nc1ccc(S(=O)(=O)Nc2nc3ccccc3o2)cc1,11%,0,1%,i,0%,-0.9,i,0
CC(=O)Nc1ccc(S(=O)(=O)NCc2nc(-c3ccc(C)cc3)no2)cc1,-6%,5,1%,-10%,2%,0.2,i,8
CCOc1ccc(NC(=O)COC(=O)c2cccnc2)cc1,11%,11,0%,i,4%,1.2,i,3
CC1CCCN(C(=O)CCc2nnc(-c3ccc4c(c3)OCO4)o2)C1 (stereo not given),19%,6,-4%,-11%,-4%,-3.3,i,5
Cc1ccc(-c2nn(-c3ccccc3)cc2/C=C(\C#N)C(=O)NCc2ccccc2)cc1,2%,-10,1%,i,0%,-0.7,i,-3
COc1ccc(CNC(=O)c2ccc3nc(C)c(N(C)Cc4ccc(NC(C)=O)cc4)n3c2)cc1,-5%,19,·,i,4%,-1.8,i,-8
Cc1ccc(S(=O)(=O)/N=C(/Nc2ccccn2)c2ccc(Cl)cc2)cc1,1%,6,0%,i,6%,-0.7,i,4
CCCCCCCNC(=O)CN1N=C(c2ccc(C)cc2)CCC1=O,-17%,-3,-2%,-2%,-9%,-1.6,i,1
COc1ccc(Cl)cc1N(CC(=O)Nc1ccccc1C(=O)N1CCOCC1)S(C)(=O)=O,5%,-2,1%,0%,2%,1.1,i,5
COc1cc(NC(=O)CNc2cccc(S(=O)(=O)N3CCOCC3)c2)cc(OC)c1,-7%,-21,1%,-64%[inhibitor],13%,-0.9,i,-5
O=C(NCC1(c2ccccc2)CCCC1)c1ccc(Br)cc1,-5%,11,1%,i,19%,-1.2,i,-6
CCS(=O)(=O)c1ccc(NC(=O)c2ccccc2Cl)c(O)c1,5%,16,-2%,i,1%,-0.5,i,-2
CCc1cccc(NC(=O)CCCn2nc(CC)n3c(cc4occc43)c2=O)c1,1%,-2,-1%,i,11%,-0.5,·,-1
COC(=O)c1ccc(C(=O)N(CCN(C)C)c2nc3c(Cl)cccc3s2)cc1,0%,-14,4%,-9%,15%,-0.8,i,-17
C#CCOCCOCCOCCNc1nc(N2CCOCC2)nc(N2CCN(C(=O)[C@H](CCCN=C(N)N)n3cc(C(N)[C@@H](C)CC)nn3)CC2)n1 (stereo not given in full),7%,-30,3%,-3%,5%,-0.4,i,-54
O=C(CSc1nnc(-c2cccnc2)n1Cc1ccco1)N1c2ccccc2Sc2ccccc21,-3%,-1,1%,-9%[57.5 µM],-3%,-0.4,i,23
CN(C)CC(C)(C)CNC(=O)c1cc(=O)c2ccccc2o1,11%,-4,0%,i,6%,-0.5,i,0
N#Cc1ccccc1CSc1nc(O)cc(=O)[nH]1,-4%,0,-3%,-16%[57.5 µM],6%,-1.3,i,-4
CSc1ncccc1C(=O)OCc1ccc(Br)cc1,-19%,4,0%,-23%,-1%,-2.0,i,1
O=C(OC1CCCCC1=O)c1cc(=O)c2ccccc2o1 (stereo not given),4%,10,3%,i,-4%,-0.1,i,12
Cc1csc(SCC(=O)NC(=O)NCCC(C)C)n1,-2%,12,1%,-2%,9%,-1.1,i,-5
Nc1c(N(Cc2ccco2)C(=O)COc2ccccc2F)c(=O)[nH]c(=O)n1Cc1ccccc1,6%,1,0%,i,-1%,2.0,i,-5
COC(=O)c1ccc(C)c(NC(=O)CCSc2ccccc2)c1,0%,0,0%,-10%[57.5 µM],-2%,-3.3,i,6
O=C(CS(=O)(=O)c1ccccc1)N(CCCN1CCOCC1)c1nc2c(F)cccc2s1,-2%,?,2%,-7%,-1%,-1.6,i,-1
Cc1ccc(C(=O)NCCNC(=O)COc2ccc(Cl)cc2)cn1,0%,1,0%,17%,-1%,1.0,i,-14
CCCc1cc(NCCCCO)n2c(nc3ccccc32)c1C#N,10%[57.1 µM],9,-5%,i,-4%,-1.2,i,4
CCOc1cc(N2CCOCC2)c(OCC)cc1NC(=O)CSc1cccc[n+]1[O-],0%,6,-7%,-13%[57.5 µM],11%,-3.0,i,-8
CCO[C@H]1OC(C(=O)NCc2nc3ccccc3[nH]2)=C[C@@H](c2ccc(C(F)(F)F)cc2)[C@@H]1CCCO,?,-16,·,-30%[inhibitor],2%,-0.3,i,16
CCOc1cc(/C=N/NC(=O)c2ccncc2)ccc1OC(=O)c1ccc([N+](=O)[O-])cc1,-3%,7,-1%,i,2%,-3.2,i,0
CCCCc1ccc(NC(=O)NCc2cccnc2)cc1,-5%,-13,-1%,-2%,6%,0.6,i,-10
CSc1ccc(CN(C)CC(=O)NC(=O)NC(C)(C)C)cc1,0%,-2,1%,-8%[57.5 µM],-12%,-2.0,i,-3
O=C(c1ccc(S(=O)(=O)N2CCCC2)cc1)N1CCN(c2ccccc2F)CC1,-4%,?,3%,-11%,15%,-2.9,i,-18
CCC(=O)Nc1cccc(C2=NOC3(C2)C[C@H](C(N)=O)N(C(=O)CC#N)C3)c1 (stereo not given in full),7%,-12,0%,-29%,2%,-0.5,i,2
COc1ccc(CNC(=O)CN2C(=O)COc3ccc(S(=O)(=O)NC4CCCC4)cc32)cc1,5%,-2,0%,-13%,6%,-2.2,i,0&-16
Cc1nn(Cc2ccc(C(=O)Nc3ccc(C(=O)OC(C)C)cc3)o2)c(C)c1Cl,-6%,4,-6%,i,-2%,-1.6,i,1
Cc1cc(NC(=O)c2ccc(Br)c(S(=O)(=O)N3CCCC3)c2)no1,2%,12,2%,-35%[inhibitor],5%,-0.5,i,0
O=C(/C=C/c1ccc(-c2ccccc2)cc1)NCc1cccnc1,-3%,-4,-2%,i,-1%,-6.4,i,-8
CC1CCCCC12NC(=O)N(CC(=O)Nc1cccnc1)C2=O (stereo not given),6%,20,·,-10%,5%,1.6,i,0
COCCCNC(=O)CCCn1c(=O)c2ccccc2n(Cc2cccc([N+](=O)[O-])c2)c1=O,-8%,-19,1%,-1%,0%,-2.1,i,-1
O=C(Nc1cc(C(F)(F)F)ccc1N1CCCC1)C1CC(=O)N(Cc2ccccc2)C1 (stereo not given),-10%,-16,·,i,11%,-0.6,i,2
COc1ccc(NC(=O)c2cc3c(CO)cnc(C)c3oc2=Nc2cccc(C)c2)c(OC)c1,-2%,-14,2%,-4%,-14%,-37*,i,-6
Cn1cc(-c2nnc(-c3ccccc3)o2)c2ccccc21,0%,12,0%,-41%[inhibitor],-7%,0.3,i,6
CCc1nc2ccc(C(=O)NCCN3CCOCC3)cn2c1N(C)Cc1ccc(OC)cc1,-7%,-27,·,-17%,7%,0.3,i,-17
O=C(COc1ccc(S(=O)(=O)N2CCOCC2)cc1)Nc1ccc(Br)cc1,-2%,-9,-1%,-12%,12%,1.0,i,-4
Cc1nc(N2CCN(c3ccccc3)CC2)nc2c1C(=O)CCC2,-9%,4,2%,i,11%,-1.7,i,1
CC(C)CN(C(=O)Cn1ccccc1=O)C1CCS(=O)(=O)C1 (stereo not given),3%,3,0%,i,8%,-1.8,i,-1
CCOC(=O)c1cn(Cc2cccc(Cl)c2)c2cc(C)nn2c1=O,-7%,-6,-4%,22%,8%,-4.0,i,-17
C=CCn1c(NCc2ccco2)nc2ccccc21,4%,-9,-2%,-29%,4%,-0.3,i,0
O=C(NCCCn1ccnc1)c1cc(S(=O)(=O)N2CCOCC2)c(Cl)cc1Cl,6%,30,-7%,i,4%,-0.2,i,1
Cc1cc(C(=O)N/N=C/c2cn[nH]c2-c2ccccc2)cs1,4%,7,0%,i,-1%,1.1,i,-7
